# Bioassay records as filed in PubChem BioAssay.
# Pemphigus Ab inh: inhibitors of pemphigus antibody binding to human desmoglein-3; binding (percent of control), % at 10 µM; DSG3-coupled beads, scFv-anti-DSG3-GFP binding, flow cytometry; stronger effect = lower value; 310,000 compounds, 0.48% hits;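 active = binding more than 3 SD below its plate's average and above zero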; note: some compounds called inactive have numbers as strong as hits
# HTR5A inv ctr: inverse agonist of human HTR5A in OPRM1-OPRD1 counter-screen; HTR5A cell line, luminescence, inverse agonism; AID 504634; inhibition, % at 9.3 µM; 340,000 compounds, 0.083% hits; in the data active = inhibition mostly above about 23%, no sharp cut-off; inactive = mostly below about 18%;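 note: 0% = cells with DMSO and 100% = no-cell wells with DMSO; some compounds called inactive have numbers as strong as hits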
# Target sequence (P47898 whole entry, looked up): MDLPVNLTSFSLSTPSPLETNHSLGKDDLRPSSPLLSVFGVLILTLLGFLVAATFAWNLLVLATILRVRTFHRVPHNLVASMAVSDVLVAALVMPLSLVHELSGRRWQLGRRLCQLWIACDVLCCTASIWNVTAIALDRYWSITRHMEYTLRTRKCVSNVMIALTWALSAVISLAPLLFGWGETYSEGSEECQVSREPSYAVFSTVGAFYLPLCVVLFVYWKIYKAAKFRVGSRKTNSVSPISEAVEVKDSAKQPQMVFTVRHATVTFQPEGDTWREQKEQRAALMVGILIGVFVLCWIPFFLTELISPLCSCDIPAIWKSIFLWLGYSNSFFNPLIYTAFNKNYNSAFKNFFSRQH
# OPRM1-OPRD1 ag: agonists of human mu-delta opioid receptor heterodimerization | AID 504326 | 340,000 compounds, 0.3% hits | activation, % at 9.3 µM | cells, OPRM1-OPRD1 heterodimerization, luminescence | P35372+P41143; in the data active = activation above about 18%;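 note: 0% = vehicle-treated cells and 100% = reference agonist; values of inactives mirror those of a sister screen read the other way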
# PKA-R2B activ: activates the human PKA-R2B holoenzyme complex | activation, % at 11.4 µM | PKA-R2B holoenzyme dissociation, Cy5-IP20 fluorescence polarization; R2B truncated from residue 108, S112A mutant; 0% DMSO only, 100% 113 µM cGMP | 340,000 compounds, 0.079% hits | P22694+P31323;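 active = activation above a cutoff set at the mean over all compounds plus 3 SD, cut at about 18% in these data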;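 note: higher means more holoenzyme dissociation and a rise in polarization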
# OPRM1-OPRD1 inv: inverse agonist of human OPRM1-OPRD1 heterodimerization; P35372+P41143; cell-based MOR-DOR heterodimer luminescence, inverse agonism; inhibition, % at 9.3 µM; 340,000 compounds, 0.21% hits; AID 504357; in the data active = inhibition above about 22%, passing the limit was not always enough;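 note: 0% = cells with DMSO and 100% = wells without cells with DMSO; values of inactives mirror those of a sister screen read the other way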
# PKA-R1A act: PKA-R1A complex activation. PKA-R1A dissociation, Cy5-IP20 fluorescence polarization; scaled: DMSO 0%, 113 µM cGMP 100%. activation, % at 11.4 µM. 340,000 compounds, 0.083% hits. P00514+P68181. AID 504707;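 active = percent activation above the mean of all tested compounds plus 3 SD, cut at about 19% in these data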;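 note: higher means more PKAc released from R1A so a rise in polarization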
# DAGLB inh: blocks human DAGLB lipase activity | 340,000 compounds, 0.059% hits | Q8NCG7 | AID 504411 | HEK293T DAGLB membrane lysate, EnzChek fluorogenic substrate | inhibition, % at 5.17 µM; in the data active = inhibition above about 34%;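 note: 0% = enzyme with vehicle and 100% = wells lacking enzyme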
# Target sequence (Q8NCG7 whole entry, looked up): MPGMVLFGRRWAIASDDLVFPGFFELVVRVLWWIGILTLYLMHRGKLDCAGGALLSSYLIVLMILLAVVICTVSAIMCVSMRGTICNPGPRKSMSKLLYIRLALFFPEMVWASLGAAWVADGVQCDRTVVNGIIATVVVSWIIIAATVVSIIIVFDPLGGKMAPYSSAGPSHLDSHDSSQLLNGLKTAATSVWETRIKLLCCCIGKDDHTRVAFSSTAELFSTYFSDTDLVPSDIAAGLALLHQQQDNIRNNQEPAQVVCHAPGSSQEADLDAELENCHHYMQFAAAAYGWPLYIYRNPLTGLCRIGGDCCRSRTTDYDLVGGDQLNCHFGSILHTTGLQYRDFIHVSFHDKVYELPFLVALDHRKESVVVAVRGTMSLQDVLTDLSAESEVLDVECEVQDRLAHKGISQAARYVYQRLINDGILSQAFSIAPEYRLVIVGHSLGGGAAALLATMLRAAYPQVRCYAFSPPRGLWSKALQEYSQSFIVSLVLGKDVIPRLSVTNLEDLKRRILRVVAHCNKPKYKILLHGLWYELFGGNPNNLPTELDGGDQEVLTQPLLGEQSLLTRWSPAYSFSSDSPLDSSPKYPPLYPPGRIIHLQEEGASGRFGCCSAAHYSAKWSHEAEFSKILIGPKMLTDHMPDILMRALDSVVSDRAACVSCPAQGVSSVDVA
# V-ATPase pHluor: alters yeast V-ATPase proton transport | S. cerevisiae, pHLuorin cytosolic pH fluorescence | response, % at 10 µM | 350,000 compounds, 0.37% hits | AID 504577; in the data active = response mostly above about 7.3%, no sharp cut-off; inactive = mostly below about 5.4%; note: actives read high; inactives centre near 0; some compounds called inactive have numbers as strong as hits; reference of the scale not given here
# HTR5A ag ctr: activates human HTR5A in OPRM1-OPRD1 agonist counter-screen | HTR5A agonist assay, luminescence, cell-based | activation, % at 9.3 µM | 340,000 compounds, 0.61% hits; in the data active = activation mostly above about 9.5%, no sharp cut-off; inactive = mostly below about 7.6%;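 note: 0% = cells with vehicle only and 100% = reference agonist; strong numbers were not always called active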
# Arr AP2 block: human beta-arrestin and AP2 interaction inhibition. FITC-arrestin peptide / GST-AP2 beads, flow cytometry; AP2 beta2 appendage carries R879A mutation. 340,000 compounds, 0.31% hits. inhibition, % at 10 µM;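 active = inhibition above a set limit, near 3 SD of compounds lacking own fluorescence, cut at about 54% in these data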;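 note: plate controls were DMSO wells for no effect and 5 µM unlabelled arrestin peptide for full effect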
#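 system = GST-tagged AP2 beta2-adaptin appendage (R879A) on 4 µm glutathione beads | reagent = FITC-labelled arrestin peptide probe, 50 nM final | schedule = compound with beads 12 min RT, then probe 1 h RT | signal = HyperCyt-sampled flow cytometry, FL1 channel, ex 488/em 535 nm | read-out = percent response from loss of bead-bound FITC fluorescence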
# * hit, by the source's call; x = not tested or not shown.
SMILES,Pemphigus Ab inh,HTR5A inv ctr,OPRM1-OPRD1 ag,PKA-R2B activ,OPRM1-OPRD1 inv,PKA-R1A act,DAGLB inh,V-ATPase pHluor,HTR5A ag ctr,Arr AP2 block
COc1ccc(Nc2nc(C)cc(C)c2C(N)=O)c(OC)c1,100,-9,0.2,-3,-1,-5,1,0,4,-2
NC(=O)CSc1nnc(-c2cnccn2)n1-c1ccccc1,105,-1,-2.0,3,11,-12,0,0,0,0
Cc1cccc(C(=O)NCCNC(=O)c2cccc(C)c2)c1,102,10,0.8,-13,-6,-24,1,-4,-4,3
CCOC(=O)CNC(=O)c1nn(-c2cccc(OC)c2)c(=O)c2ccccc12,115,-1,-0.4,5,2,-3,-2,-2,-6,4
CC(C)c1ccc(Nc2nnns2)cc1,111,-9,0.3,-4,-1,-5,-3,0,9,-12
CC(=O)c1ccc(NC(=S)NCCCn2ccnc2)cc1,102,17,-3.3,-13,16,-7,-2,3,0,4
COc1cc(Cn2cnnn2)ccc1O,98,-10,-2.5,4,14,-7,-2,0,4,2
CCCCCCC(=O)N1CCC(c2nc3c(nnn3Cc3ccccc3Cl)c(=O)[nH]2)CC1,101,-6,3.2,-21,-18,-12,2,-5,2,12
Cc1ccc(NC(=O)c2cc(-c3ccccc3)n[nH]2)cc1,98,-14,3.4,3,-17,8,-3,5,9,1
Cc1cccc(NNC(=O)c2c(F)cccc2Cl)c1,120,-19,-1.9,6,10,-3,-1,5,2,-5
Cc1ccc2nc(SCC(=O)NCc3ccco3)[nH]c2c1,110,-6,1.2,-8,-6,8,1,-1,2,27
Cc1ccccc1NC(=O)COC(=O)c1cc(S(=O)(=O)N2CCOCC2)ccc1C,104,16,-0.9,2,4,1,3,-3,-7,-7
CC1Cc2ccccc2N1C(=S)NC(=O)c1cccc(Br)c1 (configuration not stated),106,7,0.3,6,-2,-11,2,2,2,-3
COc1ccc2c(=O)c(-c3ccc(OC)c(OC)c3)coc2c1,103,-17,-2.7,-3,14,9,-3,-2,7,7
Cc1ccc(OC[C@H](O)[C@H](C)NC(C)C)c2c1CCC2,x,-14,3.4,2,-18,3,2,-1,4,-3
O=C(COC(=O)/C=C/c1cccc(Br)c1)Nc1cccc(S(=O)(=O)NC2=NCCC2)c1,96,-3,-2.8,-3,11,-2,-2,-1,-1,-17
CC(=O)N1c2ccc(S(=O)(=O)N3CCCC3C(=O)Nc3cccc(F)c3)cc2CC1C (configuration not stated),112,8,-1.1,0,5,4,0,-1,-3,2
COc1ccc(C2(c3ccc(OC)cc3)NC(=O)N(CC(=O)N(C)C)C2=O)cc1,103,-12,-2.5,4,16,-1,0,-2,4,19
COC(=O)Nc1ccc(S(=O)(=O)N2CCCC(C(=O)N3CCCCC3)C2)cc1 (configuration not stated),92,-3,-0.1,-1,0,-2,0,3,1,-3
CC1CN(C(=O)CSc2nnc(CNC(=O)c3ccc(S(=O)(=O)N(C)C)cc3)o2)CC(C)O1 (configuration not stated),103,-6,-1.6,0,11,0,-4,-2,-2,15
COc1ccccc1C(=O)NNC(=O)CN1C(=O)c2ccccc2C1=O,98,2,-1.8,-1,10,-10,2,1,3,-10
CC(C)C(=O)N1CCC2(CC1)Oc1ccc(F)cc1C(=O)C21CC(c2ccc(Cl)cc2)=NO1 (configuration not stated),101,-1,-2.6,-16,14,-5,0,-4,2,-5
CCOC(=O)C1CCCN(C(=O)c2sc3nc(-c4ccc(F)cc4)cn3c2C)C1 (configuration not stated),98,-10,-2.1,1,11,0,1,-2,-4,4
COc1cc(OC)cc(C(=O)Nc2cc(C)on2)c1,101,-9,-1.0,-5,5,-5,-2,-2,2,29
Cc1cc(OCC(=O)Nc2ccncc2)ccc1Br,104,-20,1.5,-6,-9,-14,0,2,7,9
FC(F)(F)c1cc(-c2ccccc2)nc(N2CCCCCC2)n1,x,-8,-0.5,8,2,14,-3,-3,3,-5
Cc1noc(C(=O)Nc2cc(Cl)ccc2O)c1Cl,115,-3,1.7,-8,-8,3,-5,1,1,-12
N#Cc1ccccc1NC(=O)COc1c(Br)cc(Br)c2cccnc12,94,-15,1.1,8,-7,3,2,-1,6,5
CNC(=O)N(O)C1N(c2ccccc2)C(=S)SC1(C)C (configuration not stated),96,-6,0.1,-4,0,0,-1,1,2,14
Cc1ccn2c(C(C)O)nnc2c1 (configuration not stated),99,x,x,-7,x,5,-4,2,x,x
Cc1[nH][nH]c(=O)c1C(c1ccc(-c2ccc(F)cc2)o1)c1c(C)[nH][nH]c1=O,89,-3,-3.0,0,17,-15,4,1,1,-2
O=C(Nc1cccc(F)c1)c1c(F)c(F)c(F)c(F)c1F,x,16,1.5,5,-8,-10,-4,-2,0,3
Cc1ccc(Cn2c(C)nc3c(c2=O)c2nc4ccccc4nc2n3Cc2ccco2)cc1,94,3,-0.1,-9,0,4,7,4,-1,11
CCOC(=O)c1nnn(CC(=O)N2N=C(c3ccc(Cl)cc3)CC2c2ccccc2)c1C(=O)OCC (configuration not stated),x,0,-1.4,-5,8,-1,1,-2,0,-3
N#Cc1c(NC(=O)C2C3C=CC(C3)C2C(=O)O)sc2c1CCCCC2 (configuration not stated),102,-14,-2.0,1,12,-7,3,-2,5,-27
Cc1cccc(NC(=O)CN2C(=O)S/C(=C\c3ccc(O)c([N+](=O)[O-])c3)C2=O)c1,111,4,-5.5,-10,28,-12,27,1,1,-15
COc1ccc(-c2csc(NC(=O)CSc3nc(SC)ns3)n2)cc1,87,-4,5.8,-10,-42,3,-9,-3,1,-14
COc1ccc(-c2c(N)nnc3c2[nH]c2ccccc23)cc1OC,x,-16,-1.1,-6,5,9,2,-1,-2,-7
C/C(=N/NC(=O)c1ccc(Br)o1)c1cccc(NC(=O)c2ccc(C)o2)c1,98,-8,-0.3,-4,2,3,-4,2,3,35
CC(=O)Nc1ccc(S(=O)(=O)NCC(=O)OCC(=O)NC(=O)c2cccn2C)cc1,89,1,-2.5,4,14,-4,-2,2,0,3
CCOC(=O)N1CCC(NC(=O)C2CCN(S(=O)(=O)c3cccs3)CC2)CC1,102,-11,-0.7,-2,4,-6,-4,0,-1,-1
O=S(=O)(Nc1cccc(S(=O)(=O)N2CCOCC2)c1)c1cccs1,116,-10,-2.4,13,13,8,-1,-2,-2,21
O=C(C[C@@H]1C/C=C/CC[C@@H](Cc2ccc(F)cc2)C(=O)O[C@@H](c2ccccc2)CNC1=O)NCCO,98,12,-3.5,1,19,-2,-1,-2,-5,-4
O=C(NC(=C(Cl)Cl)S(=O)(=O)c1ccc(Cl)cc1)c1ccccc1,93,-15,-1.4,1,8,-13,8,0,5,-8
Cc1ccc(S(=O)(=O)NCCC(=O)Nc2cc(S(=O)(=O)N(C)C)ccc2C)cc1C,x,-17,-1.6,0,10,4,2,2,6,2

# In the list so far, two have a cyano group.
SMILES,Pemphigus Ab inh,HTR5A inv ctr,OPRM1-OPRD1 ag,PKA-R2B activ,OPRM1-OPRD1 inv,PKA-R1A act,DAGLB inh,V-ATPase pHluor,HTR5A ag ctr,Arr AP2 block
N#Cc1ccccc1NC(=O)COc1c(Br)cc(Br)c2cccnc12,94,-15,1.1,8,-7,3,2,-1,6,5
N#Cc1c(NC(=O)C2C3C=CC(C3)C2C(=O)O)sc2c1CCCCC2 (configuration not stated),102,-14,-2.0,1,12,-7,3,-2,5,-27

# (continued)
SMILES,Pemphigus Ab inh,HTR5A inv ctr,OPRM1-OPRD1 ag,PKA-R2B activ,OPRM1-OPRD1 inv,PKA-R1A act,DAGLB inh,V-ATPase pHluor,HTR5A ag ctr,Arr AP2 block
Cc1nc(C(=O)Nc2ccccc2Cl)cc2c1[nH]c1ccccc12,100,3,-1.8,-6,9,-10,-12,-2,2,-10
COC(=O)C1CCN(CCCOc2ccc(CN3CCN(c4ccc([N+](=O)[O-])cc4)CC3)cc2)CC1,118,-11,-0.3,-2,1,7,0,1,4,-19
Cc1nn(CC(=O)NC2CCS(=O)(=O)C2)c(C)c1[N+](=O)[O-] (configuration not stated),95,9,-3.4,6,18,0,1,1,-3,9
O=C(CN1C(=O)CCC1=O)Nc1nc(-c2ccc3ccccc3c2)cs1,93,5,-1.2,12,6,0,-4,2,0,-9
O=C(COCc1cc(-c2ccc3c(c2)OCO3)on1)Nc1cccnc1,97,5,-0.5,2,2,14,-3,-2,-3,4
CN(C)Cc1cc2ccccc2c2c1COC2,x,0,-2.7,14,13,-5,0,0,0,-17
NC(=O)c1ccc(NC(=O)COC(=O)c2c[nH]c3ccccc23)cc1,97,-54,0.3,1,-2,-4,2,-1,18*,5
CC1CN(C(=O)COC(=O)c2cc(=O)c3ccccc3o2)CC(C)O1 (configuration not stated),96,9,0.2,15,-2,2,1,3,-3,-2
CCOc1ccccc1OCC(=O)O,104,-10,1.3,-2,-7,-5,3,3,-1,9
CC1CCN(c2nc(-c3ccccc3)cc(C(F)(F)F)n2)CC1,x,0,-1.4,-6,8,-18,-1,1,2,-12
CC1c2ccccc2SC(CCCN(C)C)c2ccccc21 (configuration not stated),105,13,1.8,-1,-10,-3,0,2,0,-3

# By substructure: the compounds so far containing a Cl atom.
SMILES,Pemphigus Ab inh,HTR5A inv ctr,OPRM1-OPRD1 ag,PKA-R2B activ,OPRM1-OPRD1 inv,PKA-R1A act,DAGLB inh,V-ATPase pHluor,HTR5A ag ctr,Arr AP2 block
CCCCCCC(=O)N1CCC(c2nc3c(nnn3Cc3ccccc3Cl)c(=O)[nH]2)CC1,101,-6,3.2,-21,-18,-12,2,-5,2,12
Cc1cccc(NNC(=O)c2c(F)cccc2Cl)c1,120,-19,-1.9,6,10,-3,-1,5,2,-5
CC(C)C(=O)N1CCC2(CC1)Oc1ccc(F)cc1C(=O)C21CC(c2ccc(Cl)cc2)=NO1 (configuration not stated),101,-1,-2.6,-16,14,-5,0,-4,2,-5
Cc1noc(C(=O)Nc2cc(Cl)ccc2O)c1Cl,115,-3,1.7,-8,-8,3,-5,1,1,-12
CCOC(=O)c1nnn(CC(=O)N2N=C(c3ccc(Cl)cc3)CC2c2ccccc2)c1C(=O)OCC (configuration not stated),x,0,-1.4,-5,8,-1,1,-2,0,-3
O=C(NC(=C(Cl)Cl)S(=O)(=O)c1ccc(Cl)cc1)c1ccccc1,93,-15,-1.4,1,8,-13,8,0,5,-8
Cc1nc(C(=O)Nc2ccccc2Cl)cc2c1[nH]c1ccccc12,100,3,-1.8,-6,9,-10,-12,-2,2,-10

# Compounds as they come; 2.4% or so of the library scored in one or more.
